MCF10A rerep: induces DNA re-replication in MCF 10a normal breast cells; 350,000 tested, 2.9% active; Potency, µM (doses to about 46.1 µM), for inactives: at the top dose activity, positive = re-replication, most hits filed as activators; MCF 10A DNA re-replication, Hoechst nuclear intensity, 48 h; AID 624296; also: potency is read from the fitted curve at half-maximal effect; % of control where 0% means no effect; nearly all actives have a fitted effect of over 50% in size
KB-V1 MDR tox: kills drug-selected multidrug resistant KB-V1 cells | KB-V1 MDR cells viability, CellTiter-Glo, 72 h | Potency, µM (series often up to 46.1 µM), inactives show at the highest dose activity change, negative = cytotoxicity, hits mostly cytotoxic | 400,000 tested, 3.4% active; also: potency is read from the fitted curve at half-maximal effect; % is scaled to controls: 0 for no effect and ±100 for the full control effect; nearly all actives have a fitted effect of over 60% in size
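KB-V1, DMEM (no phenol red) + 10% FBS; cpd pin-transferred, titration series; 72 h, 37 degrees C; CellTiter-Glo, luminescence. Data normalized, curve-fit.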
SW480 rerep: DNA re-replication induction in SW480 cells; SW480 DNA re-replication, Hoechst DNA content imaging, 48 h; Potency, µM (titrated, usually from 46.1 µM), without a hit: at the highest dose re-replication activation, most hits filed as activators; 340,000 tested, 1.8% active; also: potency is read from the fitted curve at half-maximal effect; % of control where 0% means no effect; nearly all actives have a fitted effect of over 55% in size
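Per well, 250 cells were exposed to pinned compound for 48 hr. Nuclear DNA was visualised with Hoechst (40 min, 37 C) and total object intensity recorded by fluorescence scanning.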
HT1080 IDH1KD tx: kills HT-1080 cells with IDH1 knockdown; HT-1080 IDH1 knockdown viability, ATP luminescence, 48 h; Potency, µM (doses to about 46.1 µM), inactives show at the top dose activity, negative = toxicity, usual class: cytotoxic; 360,000 tested, 2% active; AID 686971;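 also: potency is read from the fitted curve at half-maximal effect; 0% = DMSO wells and -100% = cell-free medium wells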
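In this qHTS, HT-1080 cells depleted of IDH1 are exposed for 48 h at 37 °C to compound titrations. Toxicity is scored from CellTiter-Glo luminescence, with DMSO as full viability and medium alone as none.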
HT1080-NT tox: kills 2HG-producing HT-1080-NT fibrosarcoma cells; Potency, µM (highest dose often 46.1 µM), for inactives: top-dose activity, negative = less viability, most hits filed as cytotoxic; HT-1080-NT fibrosarcoma viability, CellTiter-Glo ATP luminescence, 48 h; AID 686970; 360,000 tested, 1.6% active;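 also: NT is the 2HG producing partner of a matched IDH1 knockdown line; potency is read from the fitted curve at half-maximal effect; 0% = DMSO-treated cells and -100% = media-only wells without cells; nearly all actives have a fitted effect of over 55% in size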
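Luminescent CellTiter-Glo readout after 48 hours of compound exposure at 37 degrees C defined viability of HT-1080-NT cells. Activity was normalized to DMSO wells and cell-free media wells; concentration-response curves were fitted and assigned curve classes.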
WRN helicase inh: inhibitors of human WRN helicase. 360,000 tested, 0.46% active. WRN helicase unwinding, fluorescent forked duplex, kinetic. AID 651768. Q14191. Potency, µM (top dose mostly 114 µM), inactives show at the top dose activity change, negative = inhibition, usual class: inhibitors; also: potency is read from the fitted curve at half-maximal effect; % is scaled to controls: 0 for no effect and ±100 for the full control effect; nearly all actives have a fitted effect of over 55% in size
Target sequence (Q14191 whole entry, looked up): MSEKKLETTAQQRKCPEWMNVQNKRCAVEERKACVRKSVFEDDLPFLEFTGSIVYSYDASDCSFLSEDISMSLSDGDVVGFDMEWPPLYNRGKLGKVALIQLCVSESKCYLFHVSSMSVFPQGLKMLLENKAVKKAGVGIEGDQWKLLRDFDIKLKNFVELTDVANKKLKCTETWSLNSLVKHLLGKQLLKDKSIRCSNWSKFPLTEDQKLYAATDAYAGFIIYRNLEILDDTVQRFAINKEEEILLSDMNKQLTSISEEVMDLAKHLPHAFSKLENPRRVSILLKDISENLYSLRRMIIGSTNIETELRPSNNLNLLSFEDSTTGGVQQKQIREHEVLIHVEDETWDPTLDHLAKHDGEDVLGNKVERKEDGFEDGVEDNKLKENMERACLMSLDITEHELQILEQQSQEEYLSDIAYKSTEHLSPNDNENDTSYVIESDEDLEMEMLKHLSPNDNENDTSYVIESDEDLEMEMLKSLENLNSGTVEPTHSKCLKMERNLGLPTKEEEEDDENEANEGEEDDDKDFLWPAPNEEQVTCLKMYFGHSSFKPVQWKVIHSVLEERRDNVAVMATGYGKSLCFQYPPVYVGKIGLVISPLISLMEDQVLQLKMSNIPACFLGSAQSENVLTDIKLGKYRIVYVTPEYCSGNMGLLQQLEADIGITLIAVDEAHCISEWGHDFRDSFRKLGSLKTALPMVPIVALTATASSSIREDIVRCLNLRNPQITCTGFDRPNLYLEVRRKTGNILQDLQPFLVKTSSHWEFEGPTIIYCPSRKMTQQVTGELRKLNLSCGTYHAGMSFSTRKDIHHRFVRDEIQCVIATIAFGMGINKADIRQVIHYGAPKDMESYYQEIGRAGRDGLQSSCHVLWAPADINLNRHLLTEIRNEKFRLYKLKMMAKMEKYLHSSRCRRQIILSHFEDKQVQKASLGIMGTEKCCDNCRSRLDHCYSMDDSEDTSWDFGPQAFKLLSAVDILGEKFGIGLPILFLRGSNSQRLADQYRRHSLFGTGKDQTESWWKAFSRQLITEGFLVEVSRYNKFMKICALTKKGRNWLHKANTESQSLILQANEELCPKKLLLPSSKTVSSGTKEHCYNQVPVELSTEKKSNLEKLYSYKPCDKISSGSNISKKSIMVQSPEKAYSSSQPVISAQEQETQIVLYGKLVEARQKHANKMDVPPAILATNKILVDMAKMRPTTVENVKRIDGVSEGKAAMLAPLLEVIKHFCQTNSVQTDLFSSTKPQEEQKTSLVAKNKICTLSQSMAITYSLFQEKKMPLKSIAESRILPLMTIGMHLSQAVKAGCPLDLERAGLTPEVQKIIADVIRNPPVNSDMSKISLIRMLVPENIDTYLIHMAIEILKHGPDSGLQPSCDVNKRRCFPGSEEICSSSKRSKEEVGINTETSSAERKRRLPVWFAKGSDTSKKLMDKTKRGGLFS
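Kinetic fluorescence helicase assay: unwinding of a quenched forked DNA duplex (100 nM final) with 2 mM ATP final raises red fluorescence (525/598 nm). Compounds sat 15 min at room temperature with 20 nM WRN beforehand.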
IL1B secr inh: inflammasome signaling inhibition, IL-1 beta readout; 360,000 tested, 4.7% active; AID 743279; activity change, % at 57.5 µM; THP-1 LPS/ATP IL-1B secretion, AlphaLISA, 16 h; hits give low values; in the data active = activity change below about -50%; inconclusive = mostly about -30% to -49%; also: % is scaled to controls: 0 for no effect and ±100 for the full control effect
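THP-1 cells pretreated 1 hr with compounds (up to 57.5 uM final), then stimulated with LPS (250 ng/mL final) plus ATP (1.25 mM final); secreted IL-1B measured by AlphaLISA after 16 hr, decreased signal indicating inhibition.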
ATXN2 expr inh: ATXN2 expression inhibition | Potency, µM (series often up to 57 µM), without a hit: at the highest dose activity change, negative = inhibition, usual class: inhibitors | 360,000 tested, 0.72% active | HEK-293 ATXN2-luciferase reporter, luminescence, 24 h; also: potency is read from the fitted curve at half-maximal effect; % is scaled to controls: 0 for no effect and ±100 for the full control effect; nearly all actives have a fitted effect of over 55% in size
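ATXN2-luciferase reporter cells (luciferase flanked by upstream and downstream ATXN2 gene portions) were treated 24 h at 37 °C with compounds at up to 57 uM. SteadyGlo luminescence gave expression; GF-AFC fluorescence gave viability.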
KB-3-1 cytotox: kills parental KB-3-1 adenocarcinoma cells | KB-3-1 viability, CellTiter-Glo ATP luminescence, 72 h | 400,000 tested, 1.4% active | AID 1347075 | Potency, µM (doses to about 46.1 µM), for the others: at the top dose activity change, negative = cytotoxic, actives largely listed as cytotoxic; also: potency is read from the fitted curve at half-maximal effect; % is scaled to controls: 0 for no effect and ±100 for the full control effect; nearly all actives have a fitted effect of over 60% in size
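Multi-concentration cytotoxicity screen in KB-3-1 cells grown in DMEM lacking phenol red with 10% FBS. After 72 h at 37 °C with compound, ATP-dependent luminescence was recorded.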
Starred values were filed as active, the others as inactive; ? = inconclusive; . = not tested or not shown; [ ] = another dose, or the depositor's remark. Unless noted, calls follow the shape of the dose curve; as a rule, active = well fitted curve in the direction sought with a large enough effect; inconclusive = small, poorly fitted or top-dose-only effect, or another doubt; inactive = no such curve, though single readings can be large; an effect the other way counts as inactive or inconclusive.

no.	smiles	MCF10A rerep	KB-V1 MDR tox	SW480 rerep	HT1080 IDH1KD tx	HT1080-NT tox	WRN helicase inh	IL1B secr inh	ATXN2 expr inh	KB-3-1 cytotox
1	CC(=O)NC(CCS(C)(=O)=O)C(=O)Nc1ccc(C)c(F)c1 (configuration not stated)	11%	-11%	10%	0%	0%	-28%[57.1 µM]	11	-1%	-2%
2	O=C(CN1CCN(c2ncc(C(F)(F)F)cc2Cl)CC1)NCCNc1ncc(C(F)(F)F)cc1Cl	18µM*	?	?	18µM*	?	-9%	?	?	-5%
3	Cc1nc2c(-c3ccccc3)c(C)nn2c(C)c1CC(=O)O	15µM*	1%	11%	-1%	-2%	11%	38	7%	8%
4	N#CCC(=O)N1CCN(C(c2ccccc2)c2ccccc2)CC1	?	0%	?	-8%	-7%	-8%	11	-5%	2%
5	CC(=O)c1ccc(N2C(=O)C3C(C2=O)C(C(=O)c2ccc(Cl)cc2)N2CCCC32)cc1 (configuration not stated)	12µM*	?	?	?	16µM*	-24%	-109*	37%	?
6	O=c1c2oc3nc4c(cc3c2ncn1CCCc1ccccc1)CCCC4	5%	-12%	-15%	-3%	-14%	-14%	-53*	40%[activator]	-1%
7	O=C(Nc1ccc(Cl)c(Cl)c1)N1CC=CCC1	1%	-1%	-7%	-4%	-6%	0%	-5	53%[activator]	-16%
8	CCSC1=NC(C)(C)C=C(C)N1	-2%	0%	-7%	2%	-5%	-3%	16	?	-11%
9	Cc1ccc(C)c(NC(=O)CN(C)C(=O)/C=C/c2ccco2)c1	-1%	?	3%	8%	0%	6%	-7	-19%	-1%
10	CC(/C=N/NC(=O)COc1ccccc1C)=N\NC(=O)COc1ccccc1C	-3%	-12%	-2%	-2%	-2%	-6%	-8	-23%	-12%
11	O=S(=O)(c1ccc(Cl)cc1)N1CCCC1c1nc(-c2cccc(Cl)c2)no1 (configuration not stated)	16%	0%	-12%	-2%	1%	-9%	8	-10%	-13%
12	CS(=O)(=O)N(CC(=O)N1CCCCC1)c1cccc(F)c1	-12%	3%	-7%	-6%	-6%	9%	24	-1%	-18%
13	CCCCCCn1c(=O)c(C(=O)N/N=C/c2cccc(F)c2)c(O)c2ccccc21	-1%	-16%	?	9%	10%	-5%	-2	-1%	-20%
14	CC(N)c1csc(Nc2ccc(C(=O)NCCCO)cn2)n1 (configuration not stated)	.	6%	.	16%	?	2%	30	2%	0%
15	COC(=O)c1ccc(C(=O)NCCCCO)cc1	5%	-3%	-5%	16%	26%	-26%[57.1 µM]	-19	-28%[11.3 µM]	2%
16	NC(=O)CN1CCN(c2cccc(Cl)c2)CC1	-10%	6%	-6%	1%	4%	-1%	-8	0%	-2%
17	CCN(c1ccccc1)S(=O)(=O)c1ccc(C(=O)NC2CCN(Cc3ccccc3)CC2)cc1	?	?	?	?	-17%	-3%	?	?	16µM*
18	COc1ccc(C(=O)NCCN2CCN(C(=O)c3ccc(OC)cc3)CC2)cc1	4%	-20%	-3%	0%	-3%	-35%	-5	-1%	-6%
19	Cc1ccc2nc(C3CCN(S(=O)(=O)c4ccc5ccccc5c4)CC3)[nH]c2c1	2%	?	-2%	?	?	-13%	-69*	?	?
20	COc1ccc(C(=O)CSc2nnc(CN3CCCCC3)n2-c2ccc(F)cc2)cc1OC	19%	-3%	29%	5%	7%	1%	-7	-22%	0%
21	CCOc1ccc(OCCCC(=O)Nc2cc(Cl)ccc2-n2cncn2)cc1	15%	-9%	7%	-2%	-7%	-3%	-10	0%	-18%
22	COc1ccc(N(CC(=O)Nc2ccc3c(c2)OCO3)S(=O)(=O)c2ccccc2)cc1	-1%	-1%	-11%	12%	12%	1%	17	-7%	-2%
23	N#CC(=Cc1ccnc2ccccc12)c1ccccc1	.	?	.	-17%	-1%	-5%	-26	.	-1%
24	CC(C)CNC(=O)c1cccc(NC(=O)COc2cccc([N+](=O)[O-])c2)c1	-4%	?	-5%	0%	-2%	-4%	-5	-32%	-6%
25	O=C(c1ccc(OC2CCN(CCc3ccccc3)CC2)cc1)N1CCC(CO)CC1	-1%	17%	-4%	5%	1%	10%	-12	-7%	?
26	O=C(NC1CC1)C1=C[C@H](c2ccc3c(c2)OCO3)C[C@H](OCc2ccc(CO)cc2)O1	7%	-8%	?	4%	7%	8%	-13	-6%	-2%
27	CCCc1[nH]c2ccc(C#N)cc2c1CCC	?	16%	?	?	?	-9%	-20	?	0%
28	Cc1cc([N+](=O)[O-])nn1CCCC(=O)Nc1cc(Oc2ccccc2)cc([N+](=O)[O-])c1	-4%	0%	-7%	-1%	-3%	-3%	0	-10%	-10%
29	Cc1ccccc1OCCCCn1c(CO)nc2ccccc21	0%	-17%	7%[1.84 µM]	-25%	?	-7%[57.1 µM]	-21	-29%	?
30	Cc1ccc(/C=C2\SC(=S)N(CCCC(=O)Nc3ccccn3)C2=O)cc1	2%	?	4%	-7%	0%	-15%	21	3.2µM*	?
31	CC(=O)c1sc(=S)n(-c2ccc(Cl)cc2)c1C	15%	-11%	?	-1%	2%	10%	20	.	2%
32	CCOC(=O)Cc1csc(NC(=O)c2cc(-c3ccncc3)nc3ccccc23)n1	-8%	?	?	-10%	13%[9.24 µM]	-5%	30	-19%	-7%
33	COc1cc(C(O)P(=O)(OCC(C)C)c2ccc(N(C)C)cc2)cc(OC)c1OC (configuration not stated)	-2%	12%	4%	3%	13%	-8%	3	3%	6%
34	O=C(C1CCCN(S(=O)(=O)Cc2ccccc2)C1)N1CCC(Cc2ccccc2)CC1 (configuration not stated)	21%	?	1%	-15%	-26%	-7%	-28	-19%	-18%
35	COC(=O)c1cccc(NC(=O)c2cccc([N+](=O)[O-])c2)c1	?	?	2%	16%	23%	-4%	-7	-1%	-8%
36	COc1ccc(OCC(=O)Nc2ccc(Cl)cc2)cc1	13%	21%	-8%	-30%	-23%	-30%	-13	-4%	5%
37	Cn1c(SCC(=O)c2cccs2)nnc1-c1ccco1	1%	5%	-3%	7%	-2%	-3%	-5	36%[activator]	4%
38	CCN(CC(=O)Nc1ccc(C)c(S(=O)(=O)N2CCOCC2)c1)Cc1ccccc1	26%	?	7%	-1%	-5%	-1%	-2	-29%	-10%
39	O=C(COC(=O)c1ccccc1)NC(=O)NC1CCCC1	1%	15%	-9%	7%	5%	-4%	-8	-6%	3%
40	Cc1ccccc1Cn1c(=O)sc2ccccc2c1=O	-2%	-10%	-7%	-10%	0%	6%	38	-12%	-8%
41	Cc1cc([N+](=O)[O-])cc2ncccc12	-7%	0%	-2%	1%	-4%	3%	-7	-1%	-10%
42	COC(=O)CNC(c1ccccc1)c1cc(Cl)ccc1NC(=O)c1cccc(Cl)c1 (configuration not stated)	?	5.2µM*	?	-29%	-3%	-11%	9	2%	-13%
43	CCCOC(=O)c1c(NC(=O)/C=C/c2cnn(C)c2C)sc(C(=O)OCC)c1C	?	9%	-2%	7%	6%	-9%	2	-2%	5%
44	Cc1ccccc1C(=O)NNC1CC(=O)N(c2ccc3c(c2)OCCO3)C1=O (configuration not stated)	7%	-15%	0%	24%	3%	10%	4	-19%	22%
45	C/C(=N/NC(=O)c1sc(NS(=O)(=O)c2ccccc2)nc1C)c1ccc(F)cc1	?	-11%	6%	-2%	-1%	-29%	15	0%	-3%

Next section, starting with the last two of the part before.
no.	smiles	MCF10A rerep	KB-V1 MDR tox	SW480 rerep	HT1080 IDH1KD tx	HT1080-NT tox	WRN helicase inh	IL1B secr inh	ATXN2 expr inh	KB-3-1 cytotox
44	Cc1ccccc1C(=O)NNC1CC(=O)N(c2ccc3c(c2)OCCO3)C1=O (configuration not stated)	7%	-15%	0%	24%	3%	10%	4	-19%	22%
45	C/C(=N/NC(=O)c1sc(NS(=O)(=O)c2ccccc2)nc1C)c1ccc(F)cc1	?	-11%	6%	-2%	-1%	-29%	15	0%	-3%
46	CN(C)/C=C(\C#N)C(N)=C(C#N)C#N	-1%	?	0%	1%	1%	-26%	7	-14%	26%
47	CN(C)S(=O)(=O)c1cccc(NC(=O)c2cccc(S(=O)(=O)N3CCCCC3)c2)c1	12%	18µM*	7%	7%	7%	-3%	-2	-5%	?
48	CC(=O)Nc1nnc(SCc2ccc(F)cc2)s1	1%	1%	-3%	-13%	-1%	-2%	0	21%	22%
49	COc1ccc(CNC(=O)c2cc(SC)ccc2Cl)cc1OC	?	?	-36%[inhibitor]	?	-7%	-5%	24	.	-16%
50	O=C1c2ccccc2N2C(=O)c3ccccc3C2N1O (configuration not stated)	?	-15%	23%	0%	-15%	5%	-15	4%	0%
51	CC(=O)O[C@H]1C[C@@]2(O)[C@@H](OC(=O)c3ccccc3)C3[C@@](C)([C@@H](O)C[C@H]4OC[C@@]34OC(C)=O)[C@@H](O)[C@H](OC(C)=O)C(=C1C)C2(C)C (some centres not stated)	?	0%	?	?	?	12%	12	-4%	?
52	CCN1CCN(c2ccc(NC(=O)c3cc(OC)c(OC)c(OC)c3)cc2)CC1	?	-4%	-15%	12%	-2%	-4%	-21	-1%	-2%
53	CC1=NN(c2ccc(Cl)cc2)C(=O)C1	?	8%	-4%	-16%	-20%	1%[11.6 µM]	18	-14%	1%
